aSyn 5UTR inh – MLPCN primary screen, SNCA 5' untranslated region; alpha-synuclein 5'UTR reporter, inhibitor activity; 300,000 tested, 0.82% active; inhibition, % (tested at 7.5 µM); in the data active = inhibition above about 60%; inconclusive = no clear call, values can overlap the other calls;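 note: H4 neuroglioblastoma cells stably carrying SNCA 5'UTR luciferase fusion; 0% = DMSO wells and 100% = positive control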
HSP90 inh – HSP90 inhibitors, primary screen, cell lysate, luminescence; Heat shock protein HSP 90 (rabbit reticulocyte lysate; luciferase refolding); Rabbit reticulocyte lysate, luciferase refolding luminescence, 3 h; inhibition, % at 5.6 µM; 290,000 tested, 0.91% active; AID 1789, 2009;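 active = inhibition above the screen-wide mean plus 3 SD, computed separately per campaign, cut at about 16% in these data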;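 note: 0% = DMSO wells and 100% = 60 µM geldanamycin wells; inhibitors lower the luminescence because luciferase stays unfolded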
SKKanGAS inh – S. pyogenes SKKanGAS growth inhibitors in kanamycin, primary screen, streptokinase expression inhibitor project, SKKanGAS strain, BacTiter-Glo luminescence; 6 h; inhibition, % at 7.5 µM; 300,000 tested, 1.3% active; AID 1662, 2009;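 active = mean replicate score, as percent of positive control median, at least 50; inconclusive = mean below 50 but one replicate at or above 50; inactive = mean and every replicate below 50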;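 note: strain carries kanamycin resistance gene driven by streptokinase promoter and grows in 40 µg/ml kanamycin; loss of luminescence reflects streptokinase promoter inhibition or plain growth inhibition; 0% = median of DMSO wells and 100% = positive control at its reference dose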
HSF1 inhib – HSF1 inhibitors in luciferase reporter cells, primary screen, cell-based, NIH3T3, luminescence; 300,000 tested, 0.77% active; activity change, negative = inhibition, % at 7.5 µM (by protocol); NIH3T3-HGL HSE-luciferase, MG132-induced, luminescence 8 h; stronger effect = lower value; AID 2098, 2009;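 active = more than half of replicate wells show activity change below -50%, luminescence cut by over half; inconclusive = some wells, but at most half, below -50%; inactive = no replicate well below -50%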;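 note: luciferase reports HSF-1 transcriptional activity via heat shock element; 0% = median of DMSO wells and -100% = zero luminescence signal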
KLF5 inh – KLF5 expression inhibitors, primary screen, DLD-1 cells, luminescence; DLD-1 KLF5 promoter-luciferase reporter; inhibition, % at 5 µM; 290,000 tested, 0.23% active;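 active = inhibition above a per-plate limit of that plate's mean compound inhibition plus 3 SD, cut at about 60% in these data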;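 note: 0% = DMSO wells and 100% = LY294002 at 200 µM; higher means less KLF5 promoter-driven luciferase light; inactives centre near -14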
HSF-1 act – HSF-1 activators, primary screen, NIH3T3-HGL cells, MG132 stress, luminescence, single point. NIH3T3-HGL HSF-1 luciferase reporter, 8 h; 100% = twice DMSO control signal. 300,000 tested, 1.7% active. activation, % at 9 µM;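 active = mean replicate activation of at least 50% with a set share of replicates each reaching 50%; inconclusive = only one of those two conditions met; inactive = mean below 50% and too few replicates reaching it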;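 note: 0% = median of the neutral control wells and 100% = twice that signal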
HIF activator – HIF pathway transcriptional activators, primary screen, cell-based, U2OS HRE-luciferase, luminescence. U2OS HRE-luciferase reporter; normalized: DMSO 0%, desferrioxamine 100%. activation, % at 7.5 µM (by protocol). 300,000 tested, 0.32% active. AID 1910, 2009;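 active = mean activation of at least 10% of the iron chelator positive control signal, with at least half of replicates also reaching 10%; inconclusive = mean and replicate majority disagree about reaching 10%; inactive = mean and most replicates under 10%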
IEC-6 tox – cytotoxicity in IEC-6 intestinal epithelial cells, primary screen, cytotoxicity control for KLF5 inhibitor project, cell-based, luminescence; IEC-6 cytotoxicity, luminescence viability; inhibition, % at 5 µM; 290,000 tested, 0.78% active; AID 1825, 2009; in the data active = inhibition above about 22%;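 note: 0% = plate median of test compound wells and 100% = cytotoxic reference compound wells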
AI-2 QS mod – Vibrio harveyi AI-2 quorum sensing modulators, primary screen, JMH597 strain, luminescence/OD600 ratio; activity change, % at 7.5 µM; 300,000 tested, 0.4% active; Vibrio harveyi JMH597 AI-2 luminescence/OD600 ratio, 9 h; stronger effect = lower value; strain lacks LuxN and CqsS sensors; 0 = neutral-control median; AID 2094, 2009; in the data active = activity change below about -75%, passing the limit was not always enough; inconclusive = no clear call, values can overlap the other calls;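 note: luminescence divided by OD600 gain over 9 h not by final OD600 alone; inactives centre near 13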
Platelet DG rel – inhibitors of platelet dense granule secretion, primary screen, cell-based, MLPCN, human platelets; human platelet-rich plasma, SFLLRN dense granule ATP release, luminescence; inhibition, %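 (compounds screened at 7.5 µM in platelet-rich plasma)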; 300,000 tested, 0.22% active;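 active = mean replicate score, as percent of positive control, at or above 50; inconclusive = mean below 50 but at least one replicate at or above 50; inactive = mean and every replicate below 50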
* = called active by the depositor; ? = inconclusive; . = not tested or not shown.

Values in the order: HSF-1 act | HIF activator | HSP90 inh | KLF5 inh | SKKanGAS inh | aSyn 5UTR inh | HSF1 inhib | Platelet DG rel | IEC-6 tox | AI-2 QS mod
COc1ccc(C(=O)NCC(=O)OCc2ccc(F)cc2)cc1
  -9 | -0.5 | 11 | -19 | -2 | 9 | 1 | 0 | 7 | 21
CN(CC(=O)N1CCCCCC1)S(=O)(=O)c1ccc(Br)cc1
  -5 | -1.5 | -2 | -32 | . | 12 | -8 | 12 | -1 | 17
COc1cc(NC2c3ccccc3C(=O)N2Cc2ccc3c(c2)OCO3)cc(OC)c1OC (centres undefined)
  -5 | 0.0 | -1 | -22 | 0 | 2 | 4 | 3 | -2 | 12
O=C(Oc1ccc(C(=S)N2CCOCC2)cc1)c1cccc(Cl)c1
  -5 | -0.6 | 5 | -5 | 8 | 5 | -3 | 14 | 8 | -12
COc1ccccc1CNC(=O)C/C(C)=N/NC(=O)Cc1ccc(OC)c(OC)c1
  5 | -0.2 | 3 | -12 | -2 | -6 | 3 | 12 | 1 | 9
O=C(/C=C/c1cccs1)c1cc(Cl)ccc1OC(=O)N1CCOCC1
  -4 | -1.1 | 5 | -23 | -4 | -21 | 9 | 6 | -2 | 32
CCCC(CCC)C(=O)Nc1c[nH]c(=O)[nH]c1=O
  11 | -0.1 | 1 | -20 | -1 | 19 | 4 | -6 | 3 | 10
NC(=O)C1CCN(C(=O)CSc2nc3ccccc3[nH]2)CC1
  -6 | -0.9 | 0 | -8 | 3 | -16 | 0 | 5 | -2 | 13
Cc1ccc(-n2nnnc2SCC(=O)NNC(=O)c2ccco2)c(C)c1
  35 | 0.0 | -1 | -1 | -15 | 1 | -5 | 6 | 0 | 5
O=C(CCOc1ccccc1)Nc1ccnn1C1CCN(Cc2ccccc2)CC1
  12 | -0.2 | 2 | -33 | -4 | 11 | 9 | 7 | -4 | 1
COc1cc2nc(NC(=O)c3ccc(Cl)cc3)sc(=O)c2cc1OC
  57* | -15 | 1 | -31 | -3 | -17 | 8 | -6 | -13 | 11
NC1=NC(=O)/C(=C\c2cccnc2)S1
  -19 | 3.9 | 0 | -23 | -3 | -10 | -16 | -44 | -5 | 18
CCOC(=O)N1CCC2(O)CCCCC2C1c1ccc(F)cc1 (centres undefined)
  15 | -0.5 | -1 | -2 | -2 | -6 | 1 | 5 | -4 | 31
COc1cccc2[nH]c(=O)c(-c3ccccc3)cc12
  47 | -11 | -3 | -170 | -2 | -136 | 6 | 4 | -3 | 22
C=CCOc1cccc(/C=C\c2nc(O)c([N+](=O)[O-])c(=O)[nH]2)c1
  -4 | 1.1 | 6 | -14 | 0 | -29 | -7 | 17 | -5 | 10
Cc1ccc([C@@H]2[C@@H]3C(=O)N(C)C(=O)[C@@H]3[C@]3(C)C(=O)N(Cc4ccccn4)CC(=O)N23)o1
  0 | -0.2 | -6 | -9 | 0 | -8 | 4 | -12 | 0 | 28
Cc1ccc(S(=O)(=O)N2CCC(N3CCN(C)CC3)CC2)cc1Cl
  13 | -0.6 | 8 | -16 | 1 | 0 | -1 | 3 | 0 | 4
CC1(C)Cc2ccccc2C(/C(=N\Nc2cccc(Cl)c2)C(N)=O)=N1
  5 | 0.3 | 1 | 3 | -19 | 20 | 7 | -11 | 6 | 0
Cc1ccc(C(=O)N/N=c2\sc3ccccc3n2C)cc1
  ? | 2.7 | -1 | -36 | -18 | -62 | 23 | -16 | -7 | -7
C=CCN(c1cccc(C(F)(F)F)c1)S(=O)(=O)c1cccc(C(=O)OCC(=O)NC(N)=O)c1
  39 | 0.9 | -3 | -22 | -14 | -1 | 5 | 22 | 0 | -2
COc1cccc(C(=O)CN2C(=O)C(C)(C)Oc3ccc(C(=O)N4CCOCC4)cc32)c1
  -1 | ? | 5 | -19 | -12 | -7 | 0 | 4 | 3 | 11
COc1cccc(-c2nnn(CC(=O)N3CCC(C)CC3)n2)c1
  4 | 1.4 | 0 | -57 | -2 | -27 | 1 | 0 | 0 | 8
Cc1ccc(NC(=O)CCC(=O)NNC(=O)NC2CCCCC2)c(C)c1
  -5 | -0.7 | 1 | -16 | -13 | 25 | 0 | 4 | -5 | 14
Cc1cc(S(=O)(=O)NC2CCCCC2)ccc1OCC(=O)NCc1cccnc1
  16 | -0.2 | 2 | -19 | -1 | 8 | 0 | 3 | -5 | 8
Cn1c(CCn2ccccc2=O)nc2cc(NC(=O)COc3ccccc3)ccc21
  0 | 0.2 | 2 | -17 | -1 | -37 | -2 | 19 | -2 | 9
CC(C)[C@H](NC(=O)NCCc1ccc(F)cc1)C(=O)O
  7 | -0.7 | -1 | 23 | -1 | -6 | 1 | 0 | -2 | 22
Cc1nn(CC(=O)NCCCN2CCC(N3CCCCC3)CC2)c(=O)c2cc(-c3ccccc3)nn12
  0 | 0.0 | -5 | -26 | -1 | -32 | -4 | -1 | 0 | 10
Cc1c(Cl)cccc1NC(=O)c1cccc(OC(F)F)c1
  -77 | 1.0 | 2 | -71 | 4 | -76 | -72* | -4 | 0 | 25
CC(C)c1nnc(NC(=O)c2cnccn2)s1
  11 | 0.3 | -2 | -18 | 8 | -21 | 14 | 3 | 2 | 20
Cc1cc(C(=O)CN2C(=O)C3CC=CCC3C2=O)c(C)n1-c1ccccc1 (centres undefined)
  11 | 0.9 | 9 | -146 | -11 | 17 | 2 | 3 | 6 | 6
COc1ccc(-c2c(C)n([O-])c(C)c(C)[n+]2=O)cc1OC
  -9 | 0.0 | -3 | -3 | 0 | 5 | -9 | -6 | -4 | 10
Cc1c2cnn(CC(=O)NCc3ccccn3)c(=O)c2c(C)n1Cc1ccccc1
  -14 | -0.4 | -6 | -4 | -2 | 8 | 3 | 1 | -3 | 16
O=C1CCCN1CCCNc1ncnc2sccc12
  4 | -0.5 | -1 | 10 | -1 | 3 | -5 | -2 | -4 | 7
CN(CC(=O)O)c1ccc(S(=O)(=O)N2CCOCC2)cc1[N+](=O)[O-]
  8 | 0.2 | 0 | -20 | 4 | 27 | 3 | 8 | -9 | 4
CCOc1ccc(NC(=S)N(CCOC)C(C)c2ccco2)cc1 (centres undefined)
  -10 | -0.4 | 0 | -25 | 17 | -4 | 1 | -7 | -1 | 7
Cc1cc(NC(=O)c2ccc3c(c2)C(=O)N(C)C3=O)no1
  24 | -0.3 | 3 | 1 | 2 | -9 | 11 | 0 | -2 | 25
CC(C)C(=O)Nc1nnc(CCN2CCOCC2)s1
  5 | 0.4 | 1 | -4 | 0 | -2 | -5 | 0 | -3 | -2
C/C(=N\NC(=O)c1ccco1)c1cc(Cl)sc1Cl
  13 | 1.7 | -1 | -63 | -2 | -52 | 25 | 6 | 3 | 23
CC(=O)N(C)c1ccc(NC(=S)Nc2ccc(C(C)C)cc2)cc1
  -36 | -4.6 | 7 | -5 | -4 | -31 | -25 | -1 | -4 | -14
CCC(C)NC(=O)C(Cc1ccccc1)NS(=O)(=O)c1ccc2c(c1)oc(=O)n2C (centres undefined)
  14 | -0.1 | 1 | -15 | 12 | -17 | -4 | 4 | 4 | 27
CN1CCc2nc(NC(=O)c3cccc(S(=O)(=O)N4CCc5ccccc54)c3)sc2C1
  -24 | 0.4 | 6 | -24 | 8 | -2 | -5 | -7 | 2 | .
CCN(CC)S(=O)(=O)c1ccc(C(=O)NCc2n[nH]c(=S)n2Cc2ccccc2)cc1
  -1 | -0.4 | -1 | -27 | 0 | 13 | -12 | -7 | 0 | 17
CC(=O)Nc1ccccc1C(=O)N1CCN(c2cccc(C)c2C)CC1
  29 | 0.0 | -2 | -25 | 3 | 0 | 22 | -3 | 0 | 22
O=C(NCCc1c[nH]c2ccccc12)C(=O)NCC(c1ccco1)N1CCN(c2ccccc2)CC1 (centres undefined)
  14 | 0.0 | -2 | -7 | 17 | 5 | 3 | -25 | 6 | 34
O=C(CSc1nc2cc(Cl)ccc2o1)NCCc1ccccc1
  20 | 0.4 | -2 | -23 | 0 | 17 | 12 | 6 | -3 | 1
CC(C)(Oc1ccc(Cl)cc1)C(=O)NCC(c1ccco1)N1CCCCC1 (centres undefined)
  -3 | 0.0 | . | . | -3 | -4 | -3 | -4 | . | 28
CCCCCCc1nc2ccccc2c(=O)n1N
  -37 | 0.1 | -1 | 4 | -1 | -9 | -23 | 11 | 0 | 4
CN1/C(=C/c2cccc[n+]2C)Sc2ccccc21
  11 | -18 | -5 | -5 | 4 | 16 | -5 | -7 | 16 | 24
Cc1cc(C)nc(SCC(=O)Nc2sc3c(c2C#N)CCC(C)C3)n1 (centres undefined)
  13 | -1.2 | -2 | -15 | 25 | 0 | 6 | 6 | 1 | 13
CCOc1ccc(OCC(=O)Nc2ccccc2C(F)(F)F)cc1
  21 | 1.3 | -2 | -18 | -16 | -48 | 6 | -10 | -2 | -6
NNC(=O)c1cnn(-c2ccccc2)c1-n1cccc1
  5 | 0.2 | 0 | 15 | 13 | 5 | -5 | 1 | 2 | 21
CC1CCCCN1C(=O)c1cc2ccccc2cc1O (centres undefined)
  6 | -0.2 | 1 | -15 | 3 | 7 | 8 | -3 | 9 | 15
O=C(CNc1ccccc1)NN=C1CCCC1
  -4 | 0.3 | 1 | -40 | -6 | 7 | -6 | 5 | 0 | 17
COCc1nnc(NC(=O)CCCOc2ccccc2)s1
  5 | 0.4 | -3 | -2 | 0 | -7 | -4 | 3 | -1 | 14
CC1CCCCC1NC(=O)CO/N=C/c1ccc(OC(F)F)cc1 (centres undefined)
  18 | -0.7 | -3 | -15 | 16 | -2 | -1 | -2 | -1 | 10
O=C(Nc1ccccc1N1CCN(C(=O)c2ccccc2)CC1)c1ccco1
  -9 | -0.4 | 1 | -6 | -6 | 6 | 4 | -9 | -1 | -6
COc1cccc(/C=C2/NC(=O)NC2=O)c1OCC(=O)Nc1ccccc1
  -12 | -0.7 | -2 | -7 | 10 | 47 | -6 | -4 | 6 | 11
O=[N+]([O-])c1ccc(-c2cnc(SC(c3ccccc3)c3ccccc3)[nH]2)cc1
  10 | -2.2 | 5 | 9 | 62* | 6 | 12 | -13 | 7 | 20
C=CCOC(=O)C1=C[C@H](c2csc3ccccc23)C[C@H](OCc2ccc(CO)cc2)O1
  19 | 0.4 | . | . | 25 | 11 | 11 | -2 | . | 18

Screens: PubChem BioAssay, several laboratories
